Screening results from PubChem.
CHRM1 PAM = human M1 muscarinic receptor positive allosteric modulators, primary screen, CHO-K1 cells, Fluo-8 calcium fluorescence, 1536-well. Muscarinic acetylcholine receptor M1 (Homo sapiens), P11229. CHO-K1 hM1, ACh EC20; 0% = ACh EC20, 100% = maximal ACh. activation, % at 3 µM. 0.088% of 360,000 active. AID 588819, 2011; in the data active = activation above about 19%, passing the limit was not always enough
Target sequence (P11229 whole entry, looked up): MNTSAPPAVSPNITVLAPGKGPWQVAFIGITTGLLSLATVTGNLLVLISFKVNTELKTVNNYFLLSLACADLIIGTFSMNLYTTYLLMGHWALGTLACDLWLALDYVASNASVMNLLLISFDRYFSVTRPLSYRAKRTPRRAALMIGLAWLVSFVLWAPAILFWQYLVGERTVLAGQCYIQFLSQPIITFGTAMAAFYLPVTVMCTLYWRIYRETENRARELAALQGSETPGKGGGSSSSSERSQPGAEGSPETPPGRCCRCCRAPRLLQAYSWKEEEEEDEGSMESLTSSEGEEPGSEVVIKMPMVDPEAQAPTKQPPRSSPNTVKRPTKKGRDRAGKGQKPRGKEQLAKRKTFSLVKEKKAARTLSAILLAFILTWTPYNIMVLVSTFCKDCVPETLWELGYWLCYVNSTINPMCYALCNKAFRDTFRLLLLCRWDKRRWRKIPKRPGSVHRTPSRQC
V1aR counter = agonists of human V1a receptor, primary screen, counter-screen for OXTR agonist project, fluorescence, CHO-V1R cells. Fluo-8 calcium fluorescence, agonist mode; 0% DMSO, 100% 3 nM vasopressin. activation, % at 3 µM. 0.25% of 320,000 active. AID 2797, 2010;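 active = activation above the mean activation of all tested compounds plus 3 SD, per screening run, cut at about 20% in these data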;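 also: signal is peak over basal fluorescence ratio across a 100 second FLIPR read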
OXTR potentiate = human OXTR potentiators, primary screen, fluorescence, CHO-OTR cells, Fluo-8 calcium; Oxytocin receptor (Homo sapiens), P30559; Fluo-8 calcium fluorescence, potentiator mode; 0% = oxytocin EC15, 100% = EC100; activation, % at 3 µM; 0.061% of 320,000 active;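 active = activation above that plate's cutoff, the mean activation of tested compounds plus 3 SD, cut at about 6.6% in these data, passing the limit was not always enough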;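 also: 100% uses oxytocin at 75 nM as the full agonist control; some results filed as inactive read as strong as hits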
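System: human OTR in CHO cells; Also added: sub-maximal oxytocin, roughly EC15; Timing: compound 6 min at room temperature before oxytocin, 100 s read; Technique: Fluo-8 intracellular calcium fluorescence, ex 470-495, em 515-575 nm; Controls: oxytocin EC15 low and EC100 high; Replication: singlicate.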
CHRM1 agonist = human M1 muscarinic receptor agonists, primary screen, Fluo-8 calcium fluorescence, CHO-K1 cells, HTS | Muscarinic acetylcholine receptor M1 (Homo sapiens), P11229 | CHO-K1 hM1, agonist mode; 0% DMSO, 100% acetylcholine EC100 | activation, % at 3 µM | 0.33% of 360,000 active | AID 588814, 2011;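 active = activation above the run's mean compound activation plus 3 SD, cut at about 16% in these data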;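 also: peak over basal fluorescence ratio within a 140 s kinetic read after compound addition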
TAAR1 ag = human TAAR1 agonists, primary screen, Fluo-8 calcium fluorescence, CHO RD-HGA16 cells; Trace amine-associated receptor 1 (Homo sapiens), Q96RJ0; vehicle wells 0%, saturating PEA agonist 100%; activation, % at 3 µM; 0.99% of 360,000 active;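 active = activation above the mean activation of all test compounds in the run plus 3 SD, cut at about 38% in these data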
Target sequence (Q96RJ0 whole entry, looked up): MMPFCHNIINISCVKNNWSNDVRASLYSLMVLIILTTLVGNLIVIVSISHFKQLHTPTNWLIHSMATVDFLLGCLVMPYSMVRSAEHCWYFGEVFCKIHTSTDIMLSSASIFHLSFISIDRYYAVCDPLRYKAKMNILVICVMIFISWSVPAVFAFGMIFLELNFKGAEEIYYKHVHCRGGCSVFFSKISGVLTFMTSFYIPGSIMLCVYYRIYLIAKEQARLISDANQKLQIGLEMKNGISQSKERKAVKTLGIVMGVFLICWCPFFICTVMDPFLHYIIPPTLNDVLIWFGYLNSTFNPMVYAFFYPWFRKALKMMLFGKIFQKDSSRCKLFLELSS
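Benchmarks: low control DMSO, high control PEA (EC100); System: CHO RD-HGA16 cells carrying human TAAR1 plus Gα16; Detection: Fluo-8 fluorescence, 5 s baseline then 140 s kinetic read; Schedule: 17-24 h plating, Fluo-8 75 min 37 °C, 30 min RT; Read-out basis: % activation from peak over basal fluorescence ratio, DMSO-to-PEA scaled.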
OXTR ag = human OXTR agonists, primary screen, fluorescence, CHO-OTR cells, Fluo-8 calcium. Oxytocin receptor (Homo sapiens), P30559. Fluo-8 calcium fluorescence; normalized: DMSO 0%, oxytocin 100%. activation, % at 3 µM. 0.32% of 320,000 active. AID 2435, 2010;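 active = activation above the mean of all tested compounds plus 3 SD, cutoff set per screening run, cut at about 20% in these data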;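 also: peak over basal fluorescence ratio from a 100 s FLIPR kinetic read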
CHRM1 antagonist = human M1 muscarinic receptor antagonists, primary screen, CHO-K1 cells, Fluo-8 calcium fluorescence, 1536-well | inhibition, % at 3 µM | CHO-K1 hM1, ACh EC80 antagonist | 1.3% of 360,000 active;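 active = percent inhibition above its own plate's cutoff, namely the mean of that plate's compound wells plus 3 SD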;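 also: peak over basal fluorescence ratio during 140 s after agonist addition; 0% = ACh EC80 plus DMSO and 100% = DMSO alone without agonist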
TAAR1 antag = human TAAR1 antagonists, primary screen, Fluo-8 calcium fluorescence, CHO RD-HGA16 cells | 1.5% of 360,000 active | antagonist | inhibition, % at 3 µM;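 active = inhibition above a per-plate cutoff, the mean inhibition of test compounds on that plate plus 3 SD, cut at about 49% in these data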;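 also: 0% = DMSO plus EC80 beta-PEA response and 100% = DMSO alone without agonist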
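System: RD-HGA16 CHO cells with stable hTAAR1 and Gα16 | Probe or stimulus: EC80 β-phenethylamine stimulus | Dosing: 3 µM, single point | Times: Dye loading 75 min at 37 °C, then 30 min room temperature | Measured by: Fluo-8 calcium-sensitive fluorescence | Read-out basis: % inhibition of agonist calcium response | Replicates: n of 1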
CHO parental Ca = ATP-evoked calcium signal inhibitors, parental CHO, primary screen, counter-screen for OX1R antagonist project, cell-based, fluorescence, Fluo-8 calcium dye; parental CHO-K1, ATP-induced calcium, Fluo-8 fluorescence; inhibition, % at 5.6 µM; 0.63% of 330,000 active;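 active = inhibition above that plate's mean sample inhibition plus 3 SD, cut at about 26% in these data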;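 also: 0% = ATP-challenged DMSO wells and 100% = DMSO wells without ATP; some compounds past the cut are filed as inactive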
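Material: parental CHO cells / Compound: single nominal dose of 5.6 µM per compound / Signal: Fluo-8 fluorescence / Replicates: singlicate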
Active calls of the source: *; . = not tested or not shown.

Start of the data: the first two entries, ahead of the listing:
SMILES	CHRM1 PAM	V1aR counter	OXTR potentiate	CHRM1 agonist	TAAR1 ag	OXTR ag	CHRM1 antagonist	TAAR1 antag	CHO parental Ca
CCCCn1nnc(NC(=O)c2cc3ccccc3o2)n1	-3	0.4	-6	-1	2	-0.4	9	2	-10
Cc1cc(Cl)ccc1N(CC(=O)NCc1ccccc1)S(C)(=O)=O	2	0.2	-11	-1	1	0.3	-5	-8	0

The whole of this part (from the top)
SMILES	CHRM1 PAM	V1aR counter	OXTR potentiate	CHRM1 agonist	TAAR1 ag	OXTR ag	CHRM1 antagonist	TAAR1 antag	CHO parental Ca
CCCCn1nnc(NC(=O)c2cc3ccccc3o2)n1	-3	0.4	-6	-1	2	-0.4	9	2	-10
Cc1cc(Cl)ccc1N(CC(=O)NCc1ccccc1)S(C)(=O)=O	2	0.2	-11	-1	1	0.3	-5	-8	0
CC(C#Cc1ccc2c(c1)COc1c3ccccc3nn1-2)OC(C)(C)C (configuration not stated)	-2	-0.2	-4	-2	9	-0.7	3	0	-5
CN(C)N=Nc1nc2c([nH]1)c(=O)n(C)c(=O)n2C	4	-0.4	-7	4	10	-0.5	-5	-19	-2
COc1ccc(CCNC(=S)NC(=O)c2c(-c3ccccc3Cl)noc2C)cc1OC	5	-0.6	-14	-5	0	-1.7	-4	8	-14
Cc1ccccc1NC(=O)CSc1nc(=O)n(CCN2CCOCC2)c2c1CCCC2	6	-0.2	-3	-5	3	-0.2	9	-7	-25
COc1ccc(C2NC(=O)NC(O)(C(F)(F)F)C2C(=O)c2ccc(C)cc2)cc1 (configuration not stated)	-20	0.8	-6	-9	5	1.1	20	1	-17
CCN1CCN(C(=O)CCc2nnc(CCc3ccccc3OC)o2)[C@@H](C)C1=O	6	0.6	-11	-2	1	-1.4	-6	-9	4
O=C(CSCC(=O)OCn1nnc2ccccc2c1=O)Nc1ccc(Cl)cc1	-2	4.8	-12	-10	13	5.4	1	-16	-26
Cc1ccc(S(=O)(=O)N2CCC(C(=O)NC3CC(C)(C)NC(C)(C)C3)CC2)cc1	4	0.6	-9	-6	1	0.8	-8	-12	11
COC(=O)c1ccc(Cn2c(C)c(C(=O)NCc3ccco3)sc2=O)o1	-6	.	.	-7	1	.	2	-22	.
C/C(CCC(C)C)=N\NC(=S)NCc1ccccc1	-5	-0.7	-16	-3	2	-1.5	17	3	-24
CN(c1ccccc1)S(=O)(=O)c1ccc(NC(=O)CC(=O)c2ccccc2)cc1	-1	.	.	0	9	.	0	20	.
CN(CC(=O)Oc1ccc(-c2nnco2)cc1)S(=O)(=O)c1ccc(F)cc1	15	0.7	2	1	0	1.4	-15	5	-3
CCS(=O)(=O)c1nc(S(=O)(=O)c2ccc(C)cc2)c(NCCCN2CCCC2=O)s1	14	1.2	-4	-3	1	0.0	-15	-5	-10
COc1ccc(C2CC(C)(c3ccc(OC)cc3OC)Nc3ccccc3N2)c(OC)c1 (configuration not stated)	4	11	-19	-1	0	5.3	3	-4	71*
O=C(O)c1cn(C2CC2)c2cc(N3CCN(S(=O)(=O)c4ccc5c(c4)OCCO5)CC3)c(F)cc2c1=O	11	0.0	-13	-3	10	-0.3	-14	-6	-1
CC(=O)N1CCC(Nc2ccc(C)cc2)CC1	-3	0.9	-3	-5	2	-0.4	1	-10	2
COc1cc(NC(=O)c2ccc(C)cc2)c(OC)cc1NC(=O)CN1CCOCC1	3	-0.3	2	-2	5	0.0	-4	2	-23
COc1cc(NS(=O)(=O)c2ccc(NC(=S)NC(=O)c3ccc(F)cc3)cc2)nc(OC)n1	3	-0.8	-9	-5	-5	9.4	-4	5	-1
COC(=O)c1ccc2nc(-c3ccc(C)cc3)c(Cc3ccsc3)n2c1	-2	.	.	-2	2	.	-7	-13	.
CC(=O)c1cccc(NC(=O)CC(C)n2ccnc2)c1 (configuration not stated)	7	-0.6	2	-4	1	0.7	-2	-12	8
CC(C)CSc1nc2ccccc2[nH]1	4	-0.3	-9	0	4	-1.3	0	12	-25
CCNC(=O)C1(C)CCN(C(=O)c2ccc(C)c(F)c2)C1 (configuration not stated)	-5	.	.	-4	1	.	6	-16	.
CCN(CC)CCNS(=O)(=O)c1ccc(C(=O)NN)cc1	10	0.1	-13	-7	2	0.8	-14	-19	3
CCNC(=O)N1c2ccc(OCC)cc2C(C)=CC1(C)C	10	0.5	-12	-4	3	-0.8	-4	1	-20
CCOC(=O)C(C(=O)OCC)C1OC(=O)c2cc3c(cc21)C(=O)OC3C(C(=O)OCC)C(=O)OCC (configuration not stated)	10	-0.3	-11	-2	6	1.0	-2	6	-25
NC(=O)C1CCN(C(=O)Nc2csc3ccccc23)CC1	8	0.1	1	-4	0	0.6	-13	3	2
Cn1c(-c2ccccc2)cccc1=O	0	-0.4	-2	-2	4	0.2	-2	12	6
N/C(Cn1cncn1)=N\OC(=O)c1ccc(Cl)cc1	5	1.1	-11	-5	2	0.0	-11	-25	0
COCCNC(=O)CCCC(=O)NCCOC	11	0.1	-4	-4	1	1.4	-7	-16	3
COc1ccc(S(=O)(=O)N2CCC(C(=O)N[C@@H](C)C(=O)N3CCCCCC3)CC2)cc1	4	0.5	-2	-3	-1	-0.1	-10	-9	4
O=C(NC(c1ccccc1)c1ccccc1)c1cccc(S(=O)(=O)NCc2ccccc2)c1	4	1.1	-1	-8	6	1.2	-9	1	-5
S=c1[nH]c(-c2ccccc2)cn1/N=C/c1ccc(Br)cc1	15	-0.5	-6	-13	4	-2.0	-8	-7	-19
CN1C=C/C(=C\c2cc[n+](C)c3ccccc23)c2ccccc21	10	.	.	-3	0	.	-10	1	.
CCOC(=O)N1CCN(C(=O)C2CCN(c3nnc(-n4cccc4)s3)CC2)CC1	-12	0.0	-14	-14	-1	0.0	11	-25	3
CCc1nc(N2CCN(C(C)=O)CC2)c(C#N)c2c1COC(C)(C)C2	2	-0.3	2	1	-1	-1.0	-4	4	-13
OC[C@@H]1CN(Cc2ccc(F)cc2)C[C@H](n2cnc3c(NCc4ccco4)ncnc32)O1	0	.	.	-1	6	.	0	-10	.
Cc1cc(=O)oc2cc(OCC(=O)N3CC(=O)Nc4ccccc43)c(Cl)cc12	9	0.5	0	-3	16	1.3	-10	-15	-8
COC(=O)c1sccc1NC(=O)c1cc(OC)c(OC)c(OC)c1	-6	-0.9	-8	-4	7	-1.0	9	52*	-20
O=C(Nc1cccc(C(=O)N2CCOCC2)c1)C1CC1	9	.	.	-2	7	.	-9	-19	.
O=C(COC(=O)C1(c2ccc(Cl)cc2)CCCC1)NC1CCS(=O)(=O)C1 (configuration not stated)	4	6.2	-16	-3	3	4.7	-8	0	7
CCOc1ccc(NS(=O)(=O)c2csc(C(N)=O)c2)cc1	4	0.0	-12	-4	3	0.3	0	-14	-4
CCCc1c(O)nc(SCCN(CC)CC)n(C(=O)c2ccccc2)c1=O	9	0.7	0	-7	16	1.2	-10	2	-10
CCN=C1S/C(=C\c2cn(CC(=O)NCCOC)c3ccccc23)C(=O)N1CC	5	-0.3	-5	-3	10	-0.6	-3	32	-14
COc1ccccc1/C=N/NC(=O)COCC(=O)N/N=C/c1ccccc1OC	10	-0.6	-6	-6	8	-1.8	-9	16	-18
CCOP(=O)(OCC)C(NC(=O)NS(=O)(=O)c1ccc(C)cc1)c1ccccc1 (configuration not stated)	9	6.0	1	-3	0	0.9	-2	2	-8
CC(=O)NCCOc1nc(N(C)C)nc(N2CCOCC2)n1	9	1.6	9	-2	8	0.7	-28	14	4
O=C(Nc1cccc(C(F)(F)F)c1)C1Cc2c(-c3ccco3)ccnc2O1 (configuration not stated)	-1	.	.	1	5	.	-13	-15	.
CCc1ccc2[nH]cc(C(=O)OCCOC)c(=O)c2c1	4	1.1	-5	-4	3	-0.5	-14	29	-1
Going on with the list:
SMILES	CHRM1 PAM	V1aR counter	OXTR potentiate	CHRM1 agonist	TAAR1 ag	OXTR ag	CHRM1 antagonist	TAAR1 antag	CHO parental Ca
CC(C)(C)NC(=O)CC1C(=O)NCCN1Cc1c(F)cccc1Cl (configuration not stated)	5	1.8	-2	-7	1	0.4	0	2	-8
O=C(COC(=O)CCC1CCCC1)Nc1ccccc1OC(F)F	7	-1.5	-4	-1	-3	-2.0	2	-13	3
CC(=O)/C(=N\Nc1ccc(Cl)cc1)Sc1nnc(-c2ccccc2)n1-c1ccccc1	-3	-0.9	-1	-5	1	-2.7	4	-1	-21
CCOc1cc(N2CCOCC2)c(OCC)cc1NC(=O)CN1CCc2ccccc2C1	-1	0.1	-16	-4	16	-1.2	1	2	-30
Cc1cc(-n2nc(C)cc2C)nc(N)n1	3	-0.4	-2	-2	6	0.3	-3	-2	-12
CCCN1Cc2cccc(C(=O)NCc3cccs3)c2C1=O	2	-0.2	-6	-6	4	-3.0	-1	14	-29
Cc1cc(NC(=O)CCC(=O)N(Cc2ccco2)C2(C(=O)NC3CCCC3)CCCCC2)no1	4	-0.3	-9	-3	0	0.1	-4	-7	-17
Oc1ccc2ccccc2c1C=Nc1ccccc1Br	13	0.1	2	-2	1	-0.5	-25	-30	-1
COC(=O)c1nn(-c2cccc(C)c2)c2nnc(Cc3ccc(C)cc3)c(=O)n12	7	1.7	-4	-6	5	-2.4	-11	14	-19
Cc1ccccc1-n1cnnc1SCC(=O)Nc1cccnc1Cl	2	1.4	-10	-5	2	2.4	1	-12	9
Nc1ncnc2c1ncn2[C@H]1C[C@H](O)[C@@H](COP(=O)(O)O)O1	-8	0.7	7	0	0	1.4	17	-7	8
Cc1ccc(NC(=O)c2ccc(F)cc2)nc1	7	-0.2	4	-4	-1	0.3	-9	6	-7
O=C(c1cccc(Cl)c1)N(Cc1cccs1)C1CCS(=O)(=O)C1 (configuration not stated)	3	0.4	-9	-2	8	-0.7	-6	5	-20
O=C1N=C(N2CCCCC2)S/C1=C/C1=Cc2ccccc2OC1	7	0.7	-10	-7	5	-0.4	-5	-22	-13
Cc1nnc(SCC2=C(C(=O)O)N3C(=O)C(NC(=O)c4cc(F)c(F)cc4Cl)C3SC2)s1 (configuration not stated)	7	-0.3	4	-4	3	0.3	5	-7	-4

An unsorted share of the library; 3.7% or so of the library scored in one or more.
